# Tn7 DDE FP: inhibitors of Tn7 peptide binding to fibrin DD(E), primary screen, biochemical, fluorescence polarization, human fibrin, Tn7 probe. Fibrinogen beta chain (Homo sapiens), P02675. FP displacement of FITC-Tn7 peptide from fibrin DD(E); 0% = median of compound wells per plate. inhibition, % at 8.3 µM. actives 0.13% (n = 370,000). AID 720508, 2013;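 active = inhibition above the mean of compounds falling within the control limits plus 3 SD of them, cut at about 14% in these data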;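 note: 0% = plate median of compound wells and 100% = 10 µM Aha-Tn7 peptide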
#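 Assay system: human fibrin DD(E) protein / Input: 2 µM fibrin DD(E) / Benchmarks: high control of 10 µM Aha-Tn7 peptide / Measured by: fluorescence polarization of the labelled Tn7 tracer / Medium: Tris buffer with calcium and detergent, pH 7.8 / Timing: 10 min compound pre-incubation, 3 h probe incubation at room temperature / Repeats: one replicate per compound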
# DDE Tn6 FP inh: inhibitors of Tn6 peptide binding to fibrin DD(E), primary screen, biochemical, fluorescence polarization, human fibrin, Tn6 probe; Fibrinogen beta chain (Homo sapiens), P02675; Fibrin DD(E) TRITC-Tn6 fluorescence polarization displacement; inhibition, % at 8.3 µM; actives 0.21% (n = 370,000);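 active = inhibition above a per-campaign cutoff: mean of compounds within control limits plus 3 SD, cut at about 15% in these data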;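 note: 0% = median of all compound wells on the plate and 100% = blocking peptide control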
# TDP2 absorb: human TDP2 enzyme inhibitors, primary screen, biochemical, epi absorbance, recombinant enzyme. Tyrosyl-DNA phosphodiesterase 2 (Homo sapiens), O95551. T5PNP hydrolysis, p-nitrophenol absorbance 415 nm. inhibition, % at 12.8 µM. actives 0.34% (n = 370,000). AID 720702, 2013;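 active = inhibition above the mean of all tested compounds plus 3 SD, set per campaign, cut at about 25% in these data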;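 note: 0% = DMSO with enzyme and 100% = buffer with substrate but no TDP2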
#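 test system = human TDP2 enzyme | input = TDP2 enzyme at 120 nM final | medium = 50 mM Tris-HCl pH 7.5 with Mg2+, KCl, DTT, BSA | also added = T5PNP substrate, 5 mM | times = 2 h at 37 °C | technique = epi absorbance | benchmarks = high control without enzyme, low control DMSO plus TDP2 | replication = each compound tested once, singlicate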
# ASAP1 inh: inhibitors of human ASAP1 ArfGAP activity, primary screen, biochemical, fluorescence polarization | Arf-GAP with SH3 domain, ANK repeat and PH domain-containing protein 1 (Homo sapiens), … | ASAP1-stimulated ARF1 GTP hydrolysis, GDP FP detection | inhibition, % at 16.5 µM | actives 0.19% (n = 360,000) | AID 624377, 2012; in the data active = inhibition above about 25%;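 note: 0% = vehicle with enzyme and substrate and 100% = no enzyme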
# ADAM10 inh: human ADAM10 inhibitors, primary screen, biochemical, QFRET, HTS. inhibition, % at 7 µM. recombinant ADAM10, EDANS/DABCYL FRET peptide cleavage, 3 h. Disintegrin and metalloproteinase domain-containing protein 10 (Homo sapiens), O14672. AID 720582, 2013. actives 0.62% (n = 370,000);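 active = inhibition above a per-campaign cutoff equal to the mean of compounds falling between control-based bounds plus 3 SD, cut at about 20% in these data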;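 note: 0% = DMSO wells while the 100% control is not disclosed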
# ADAM17 inh: ADAM17 inhibitors, primary screen, biochemical, QFRET | recombinant ADAM17, EDANS/DABCYL FRET peptide cleavage | inhibition, % at 6.95 µM | actives 0.83% (n = 370,000) | Disintegrin and metalloproteinase domain-containing protein 17 (Homo sapiens), P78536;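 active = inhibition above the mean of compounds lying between control limits plus 3 SD, set per campaign, cut at about 8.5% in these data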;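 note: 0% = DMSO-only wells as the low control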
# PLCb3 inh: human PLC-beta3 inhibitors, primary screen, biochemical, fluorescence | actives 0.18% (n = 370,000) | Purified PLC-beta3, fluorogenic substrate | inhibition, % at 12.2 µM; in the data active = inhibition above about 11%;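 note: 0% = median of compound wells on plate and 100% = full blocker control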
# Target sequence (Q01970 whole entry, looked up): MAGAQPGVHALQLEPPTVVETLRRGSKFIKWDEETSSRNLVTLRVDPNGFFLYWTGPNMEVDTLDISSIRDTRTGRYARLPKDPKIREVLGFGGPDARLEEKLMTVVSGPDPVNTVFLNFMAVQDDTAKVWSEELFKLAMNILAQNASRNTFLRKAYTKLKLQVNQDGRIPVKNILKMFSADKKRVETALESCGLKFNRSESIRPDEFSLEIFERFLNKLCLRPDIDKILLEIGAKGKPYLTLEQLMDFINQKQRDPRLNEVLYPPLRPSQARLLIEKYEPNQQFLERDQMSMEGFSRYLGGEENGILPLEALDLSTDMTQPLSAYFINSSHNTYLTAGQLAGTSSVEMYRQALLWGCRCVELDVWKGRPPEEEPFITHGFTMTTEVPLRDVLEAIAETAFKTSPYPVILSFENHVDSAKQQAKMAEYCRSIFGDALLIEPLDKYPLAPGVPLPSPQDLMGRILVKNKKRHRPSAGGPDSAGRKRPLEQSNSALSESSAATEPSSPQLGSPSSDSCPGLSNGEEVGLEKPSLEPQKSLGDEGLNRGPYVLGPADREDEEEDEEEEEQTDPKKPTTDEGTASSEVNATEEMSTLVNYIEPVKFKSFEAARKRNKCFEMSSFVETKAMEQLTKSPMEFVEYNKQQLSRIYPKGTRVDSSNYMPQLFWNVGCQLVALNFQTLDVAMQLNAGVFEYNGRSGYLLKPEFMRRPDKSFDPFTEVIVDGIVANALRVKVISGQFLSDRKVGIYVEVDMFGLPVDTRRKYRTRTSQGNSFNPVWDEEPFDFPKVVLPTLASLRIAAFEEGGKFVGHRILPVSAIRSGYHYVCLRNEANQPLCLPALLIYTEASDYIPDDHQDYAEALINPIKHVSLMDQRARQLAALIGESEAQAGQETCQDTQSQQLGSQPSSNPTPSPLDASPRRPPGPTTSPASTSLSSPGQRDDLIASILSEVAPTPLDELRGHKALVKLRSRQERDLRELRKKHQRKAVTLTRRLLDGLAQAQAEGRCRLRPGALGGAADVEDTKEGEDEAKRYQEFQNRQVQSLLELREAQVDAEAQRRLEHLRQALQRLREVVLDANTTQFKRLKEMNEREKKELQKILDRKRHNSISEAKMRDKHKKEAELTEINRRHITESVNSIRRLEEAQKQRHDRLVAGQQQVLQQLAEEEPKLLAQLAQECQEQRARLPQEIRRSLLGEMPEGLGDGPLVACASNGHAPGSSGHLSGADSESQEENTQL
# ARFGAP1 inhibitor: inhibitors of rat ARFGAP1 GAP activity, primary screen, biochemical, fluorescence polarization, GDP tracer; Arfgap1-stimulated ARF1 GTP hydrolysis, GDP FP detection; inhibition, % at 16.5 µM; actives 0.26% (n = 360,000); AID 651572, 2012;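 active = inhibition above a per-plate limit, mean inhibition of low control wells plus 3 SD, cut at about 25% in these data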;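 note: 0% = DMSO wells with enzyme and 100% = wells lacking Arfgap1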
#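 system = rat Arfgap1 catalytic domain, aa 1-136 | technique = FP, GDP Alexa 633 tracer displaced from anti-GDP antibody, 620/688 nm | compound = one concentration, 16.5 µM, DMSO 1.26% | medium = HEPES-based buffer, pH 7.5 | timing = compound-enzyme preincubation 20 min, reaction 120 min, detection 60 min, 25 °C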
# SIAE primary: human SIAE inhibitors, primary screen, biochemical, fluorescence polarization, FP-Rh probe, 1536-well HTS; Sialate O-acetylesterase (Homo sapiens), Q9HAT2; inhibition, % at 9.66 µM; AID 1053197, 2014; SIAE FP-Rh probe binding; actives 0.69% (n = 370,000);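 active = inhibition above a cutoff: mean of compounds within the control limits plus 3 SD of those, cut at about 17% in these data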;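 note: 0% = plate median of compound wells and 100% = probe without SIAE protein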
# PLCg1 inh: PLC-gamma1 enzyme inhibitors, primary screen, biochemical, fluorescence, purified enzyme; 1-phosphatidylinositol 4,5-bisphosphate phosphodiesterase gamma-1 (Homo sapiens), P19174; fluorogenic substrate; inhibition, % at 12.2 µM; actives 0.84% (n = 370,000); in the data active = inhibition above about 9.5%
# * = called active by the depositor; i = inactive; & = joins results of further samples.
SMILES,Tn7 DDE FP,DDE Tn6 FP inh,TDP2 absorb,ASAP1 inh,ADAM10 inh,ADAM17 inh,PLCb3 inh,ARFGAP1 inhibitor,SIAE primary,PLCg1 inh
CC(C)(C)C1CCC2(CC1)C(C#N)=C(SCC(=O)Nc1ccccc1)NC(=O)C2C#N (configuration not stated),0,-2,-4,7,2,1,-3,0,-3,-5
O=C(c1cccc(S(=O)(=O)Nc2ccc(F)cc2)c1)N1CCC1,3,2,10,14,-3,-2,-5,3,0,-3
CC[C@H](CO)Oc1cc(NCc2ccc(Cl)c(Cl)c2)c2ncn(C(C)C)c2c1,6,-3,9,26*,10,2,-3,14,8,-2
CC(c1ccco1)N(C(=O)c1cc(Cl)cc(Cl)c1)c1ccccn1 (configuration not stated),6,2,-12,-23,5,-3,-4,-8,-7,-2
CN1CCN(C(=O)/C=C/c2cn(-c3ccccc3)nc2-c2ccc3c(c2)OCCO3)CC1,-6,0,-6,4,-13,-7,-218,-1,-26,-180
S=c1[nH]nc2n1CCCN2,5,1,13,13,2,-2,-2,5,5,2
COC(=O)C1=C/C=C\CN(C(c2ccccc2)c2ccccc2)/C=C\1C(=O)OC,2,-2,-3,9,0,-1,2,-15,-1,-5
CO/N=C(\C)C(Cc1ccc(Cl)nc1)Cc1ccc(Cl)nc1,-1,1,-3,2,-7,-3,-2,-2,-2,0
Cc1ccc(S(=O)(=O)N2CCN(CC(=O)N/N=C\c3ccc(Cl)c([N+](=O)[O-])c3)CC2)cc1,7,-3,-1,-4,2,4,-1,-3,9,-1
CCCc1nc2ccc(C(=O)OC)cn2c1Cc1ccccc1,2,0,4,-5,-25,-10,-41,-2,8,-28
CCC(CC)CN1CCC(CN2C(=S)NC[C@@H]2Cc2ccccc2)CC1,-4,-8,0,0,-2,-3,4,15,2,4
COc1ccc(C2Nc3ccccc3C(=O)N2Cc2ccco2)cc1CN1C(=O)c2ccccc2C1=O (configuration not stated),-1&-2,6&-1,6&0,3&7,-106&-91,-32&-36,-18&-34,-11&-8,-2&-1,-13&-26
Cc1cc(NC(=O)CSc2nc(N)c(NC(=O)c3ccccc3F)c(=O)[nH]2)no1,8,-3,5,-8,11,0,-9,-4,16,-2
CCCCN(C(=O)CC1CCCC1)c1c(N)n(Cc2ccccc2)c(=O)[nH]c1=O,-1,1,8,-5,-5,-5,3,-1,-3,-1
Nn1c(SCC(=O)NC2CCCCC2)nnc1-c1ccccc1F,5,-6,1,-2,-14,-5,-5,-2,2,3
O=C(Nc1ccc(C(=O)O)cc1)Nc1ccc([N+](=O)[O-])cc1,13,2,6,-5,7,1,-1,-4,-3,6
CCOC(=O)N1CCN(C(=O)C(C)NC(=O)c2ccco2)CC1 (configuration not stated),-4,-10,6,2,1,-1,-4,5,-7,1
COc1ccc(C(CNC(=O)c2cccn2C)N2CCOCC2)cc1 (configuration not stated),1,-3,-11,-17,1,-5,-5,-7,-3,0
CCOCCCNC(=O)C1(O)c2cc(Br)ccc2NC(=O)N1c1cccc(OC)c1 (configuration not stated),6,11,-14,-8,0,-1,-1,-7,-9,0
COc1cc(/C=C2\C(=O)ON=C2c2ccc(Cl)cc2)ccc1O,5,-2,10,-4,-2,-3,-8,-1,-8,-1
Cc1cc(C)c2nc(N3CCC(C(=O)NCCCN4CCCCC4)CC3)sc2c1,1,0,-3,0,-8,-3,0,-2,12,1
CC1(C)S[C@@H]2[C@H](NC(=O)Cc3ccccc3)C(=O)N2[C@H]1C(=O)O,-1&2,-2&6,5&-6,-13&0,-16&10,-7&3,2&-3,-5&-15,8&2,1&3
CCCN1CCC(=O)N([C@H](CSc2ccccc2)CC(C)C)CC1,-1,-3,-4,2,6,4,6,0,3,5
Cc1ccc2cccc(NC(=S)NC(=O)c3ccn(C)n3)c2n1,-2,-2,-2,14,-7,2,-26,11,-1,-22
O=C(Nc1cccc(C(=O)O)c1)/C(=C\c1ccco1)NC(=O)c1ccc(Br)o1,-3,-2,-2,-13,-16,-8,-41,1,0,-26
# Next section.
SMILES,Tn7 DDE FP,DDE Tn6 FP inh,TDP2 absorb,ASAP1 inh,ADAM10 inh,ADAM17 inh,PLCb3 inh,ARFGAP1 inhibitor,SIAE primary,PLCg1 inh
COc1cccc(C(=O)Nc2ccc(F)c(F)c2F)c1,-4,1,-16,-3,6,1,6,1,-1,6
COCC(C)n1c(C)cc(C(=O)CSc2nnc(Nc3ccccc3F)s2)c1C (configuration not stated),-6,-3,-18,12,15,15*,2,-1,-6,6
CCN(CC)C(=O)COC(=O)c1cc(-c2ccc(OC)cc2)nc2ccccc12,-10,-7,-18,13,-317,-137,-12,16,-15,i
Cc1noc(C)c1C(=O)Nc1sc(C)c(C)c1C#N,7,-5,-7,-1,-7,5,-31,-4,-19,-17
O=C(CSCc1ccc(Cl)cc1)N/N=C/c1ccco1,-8,-2,1,15,-2,2,-1,8,1,0
COc1ccc(C(=O)N(C)Cc2nc3ccccc3c(=O)[nH]2)cc1S(=O)(=O)N1CCCC1,4,-6,6,-2,-12,-3,-8,5,-1,0
Cc1ncc([N+](=O)[O-])n1CC(=O)NC(C)(C)C,0,5,2,-2,-8,-4,0,7,-2,1
O=C(CCCn1c(=S)[nH]c2cc3c(cc2c1=O)OCO3)N1CCN(C2CCCCC2)CC1,4,-6,11,1,3,-2,2,1,-2,-2
CCOC(=O)c1nnn(-c2nonc2-n2cccc2)c1CN1CCC(C(=O)OCC)CC1,-1,-5,-12,0,2,-2,-10,-1,-10,7
CCN1CCN(c2ccc(S(=O)(=O)N3CCCCC3)cc2NC(=O)/C=C/c2cccc(OC)c2OC)CC1,10,16*,0,9,0,-4,-18,15,-3,-9
C[C@@H]1CCCCO[C@H](CN(C)Cc2ccc(C(F)(F)F)cc2)[C@@H](C)CN([C@H](C)CO)C(=O)c2cc(NS(=O)(=O)c3cn(C)cn3)ccc2O1,7,5,-4,-3,-5,1,3,3,-5,-3
COc1cccc(OC)c1C(=O)Nc1ccc2c(c1)Cc1ccccc1-2,3,4,1,6,-1,-2,-3,9,-11,-4
CC1C(=O)N2CCCc3cc(S(=O)(=O)N4CCCCC4)cc1c32 (configuration not stated),-1,-1,0,-12,-19,-7,-17,-6,-4,-23
CNc1nc(SCC(=O)Nc2ccccc2)nc(N2CCOCC2)n1,-9,6,-7,6,3,3,-27,2,0,6
Cc1ccc(C)c(OCCn2nnc3ccccc32)c1,-1,5,13,-10,4,0,-5,8,2,-2
COc1cc(OC)cc(-c2nc3nc(C)c(CCC(=O)NCc4ccco4)c(C)n3n2)c1,10,-3,-5,-3,-4,-6,-7,3,-10,8
C/C(Cn1nc([N+](=O)[O-])cc1C)=N\NC(=O)COc1ccccc1[N+](=O)[O-],3,-1,5,-2,7,-1,1,-7,-3,0
CN1CCN(C(=O)N2c3ccccc3CCc3ccccc32)CC1,-2,0,4,-9,-4,-3,2,-10,-2,2
O=C(NC1CCCC1)C1CCN(C(=O)c2cccc(Cl)c2)CC1,-3,-1,-2,5,-6,-3,-5,4,-3,0
COc1ccc(S(=O)(=O)N2CCOCC2)cc1NC(=O)CN1CCCc2ccccc21,-3,-1,4,-13,-13,-6,-31,-6,9,-21
COc1ccccc1NC(=S)N1CCn2cccc2C1c1cccnc1 (configuration not stated),0,6,-10,-9,-2,-2,-4,2,6,-2
O=C(Nc1ccccc1)c1cc(C2COCCN2C(=O)c2ccccn2)on1 (configuration not stated),0,-8,5,4,-27,-1,1,11,-7,-2
CCOc1ccc(NC(=O)CN(C)C(=O)c2sc3ccccc3c2Cl)cc1OCC,-4,0,0,8,-8,4,-9,13,5,3
Cc1ccc(F)cc1C(=O)N1CCCCC1c1cc(C(=O)Nc2cccc(C#N)c2)no1 (configuration not stated),-2,-8,-4,8,2,-2,0,-2,-7,0
Cc1ccc(C(NC(=O)N2CCOCC2)=C(Cl)Cl)cc1F,1,-9,-1,-8,-14,1,4,0,7,1

# Part of the list above, set out differently:
# Below each SMILES: Tn7 DDE FP, DDE Tn6 FP inh, TDP2 absorb, ASAP1 inh, ADAM10 inh, ADAM17 inh, PLCb3 inh, ARFGAP1 inhibitor, SIAE primary, PLCg1 inh
Cc1ccc(C)c(OCCn2nnc3ccccc32)c1
 : -1, 5, 13, -10, 4, 0, -5, 8, 2, -2
COc1cc(OC)cc(-c2nc3nc(C)c(CCC(=O)NCc4ccco4)c(C)n3n2)c1
 : 10, -3, -5, -3, -4, -6, -7, 3, -10, 8
C/C(Cn1nc([N+](=O)[O-])cc1C)=N\NC(=O)COc1ccccc1[N+](=O)[O-]
 : 3, -1, 5, -2, 7, -1, 1, -7, -3, 0

# Carrying on.
SMILES,Tn7 DDE FP,DDE Tn6 FP inh,TDP2 absorb,ASAP1 inh,ADAM10 inh,ADAM17 inh,PLCb3 inh,ARFGAP1 inhibitor,SIAE primary,PLCg1 inh
COC(=O)C(/C=N/OCc1ccc([N+](=O)[O-])cc1)NC(=O)c1cccc(Cl)c1 (configuration not stated),-2,8,5,-6,-1,4,6,11,-1,7
CNS(=O)(=O)c1cc(OC)ccc1OC,-6,4,-1,3,7,2,4,10,-3,6
CC1(C)CC(=O)c2sc(NC(=O)CN3CCOCC3)nc2C1,4,4,12,-5,-3,0,4,8,0,0
Cc1cc2nnc(SCC(=O)NCC(c3ccccc3)N(C)C)n2c2ccccc12 (configuration not stated),-3,-6,9,5,-10,-2,-7,7,-2,-3
COC(=O)[C@H](Cc1ccc(O)cc1)NC(=O)Cn1cnc2c(NCc3ccccc3)ncnc21,-6,-2,8,-2,-3,-3,-1,-14,-3,1
O=C(NNC(=O)c1cc2ccccc2cc1O)Nc1ccc(Br)cc1,-3,-5,-10,-6,-296,-88,-80,-4,16,-57
CCc1ccc(-c2csc3ncn(Cc4ccc(C(=O)O)cc4)c(=O)c23)cc1,8,2,-1,1,6,0,-1,0,-2,0
Cc1nn(-c2ccccc2)c(C)c1/C=N/NC(=O)c1cc(-c2ccc(Cl)s2)[nH]n1,0,-2,-11,8,13,4,3,1,-184,9
